Assay outcomes: PubChem, The Scripps Research Institute Molecular Screening Center
UHRF1 MBD2 ctr – UHRF1 methyl-DNA binding inhibition | Q96T88 | UHRF1 binding to methylated oligo, TR-FRET | AID 687016 | 370,000 compounds, 0.75% hits | inhibition, % at 4.4 µM; in the data active = inhibition above about 21%;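 also: UHRF1 SRA domain binding a hemimethylated CpG hairpin DNA probe; 0% = median of test compound wells and 100% = reference inhibitor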
Target sequence (Q96T88 whole entry, looked up, the tested form may be a part): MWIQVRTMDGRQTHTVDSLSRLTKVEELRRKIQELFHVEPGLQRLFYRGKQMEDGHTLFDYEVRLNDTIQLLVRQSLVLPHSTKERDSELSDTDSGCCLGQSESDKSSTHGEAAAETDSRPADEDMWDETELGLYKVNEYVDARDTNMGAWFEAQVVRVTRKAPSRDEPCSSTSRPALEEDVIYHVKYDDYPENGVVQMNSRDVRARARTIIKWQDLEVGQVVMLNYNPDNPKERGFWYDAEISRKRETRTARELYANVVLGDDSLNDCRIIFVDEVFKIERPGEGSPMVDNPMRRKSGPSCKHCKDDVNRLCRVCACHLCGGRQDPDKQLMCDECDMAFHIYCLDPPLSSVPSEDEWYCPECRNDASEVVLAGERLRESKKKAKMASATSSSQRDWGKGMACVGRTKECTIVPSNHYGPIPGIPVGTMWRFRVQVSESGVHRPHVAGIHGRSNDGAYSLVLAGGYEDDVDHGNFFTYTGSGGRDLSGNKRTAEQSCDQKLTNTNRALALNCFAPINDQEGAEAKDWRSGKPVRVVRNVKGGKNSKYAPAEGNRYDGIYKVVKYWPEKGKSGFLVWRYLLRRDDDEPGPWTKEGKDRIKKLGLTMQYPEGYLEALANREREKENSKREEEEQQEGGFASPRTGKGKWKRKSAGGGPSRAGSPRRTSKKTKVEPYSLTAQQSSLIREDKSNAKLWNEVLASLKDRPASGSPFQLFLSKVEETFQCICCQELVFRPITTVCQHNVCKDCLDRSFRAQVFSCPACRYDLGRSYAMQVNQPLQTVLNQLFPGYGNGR
proKLK7 act – activates the human kallikrein-7 zymogen | P49862 | 370,000 compounds, 0.9% hits | activation, % at 7 µM | purified proKLK7, EDANS-DABCYL substrate fluorescence; 100% is mature enzyme control, 0% vehicle;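 active = activation above the mean of all tested compounds plus 3 SD, computed per campaign excluding outliers beyond control limits, cut at about 13% in these data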
Target sequence (P49862 whole entry, looked up): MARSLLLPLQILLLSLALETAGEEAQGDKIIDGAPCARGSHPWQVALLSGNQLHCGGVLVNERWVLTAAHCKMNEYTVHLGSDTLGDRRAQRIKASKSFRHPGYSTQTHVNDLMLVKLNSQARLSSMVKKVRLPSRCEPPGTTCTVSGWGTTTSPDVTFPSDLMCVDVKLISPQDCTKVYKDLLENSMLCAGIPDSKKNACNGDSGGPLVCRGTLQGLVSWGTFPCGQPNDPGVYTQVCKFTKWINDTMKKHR
ARFGAP1 inhibitor – inhibits rat ARF GTPase activating protein 1. Q62848. Arfgap1-stimulated ARF1 GTP hydrolysis, GDP FP detection. inhibition, % at 16.5 µM. 360,000 compounds, 0.26% hits;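 active = inhibition above a per-plate limit, mean inhibition of low control wells plus 3 SD, cut at about 25% in these data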;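 also: 0% = DMSO wells with enzyme and 100% = wells lacking Arfgap1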
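Assay system: purified rat His6-Arfgap1 residues 1-136 (GAP domain); Reagent: human Δ17 ARF1 bound to GTP; Dosing: 16.5 µM single point, 1.26% DMSO; Times: GTP hydrolysis reaction 2 h at 25 °C; Signal: FP, GDP Alexa 633 tracer displaced from anti-GDP antibody, 620/688 nm; Measure: % inhibition from polarization.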
PLCb3 inh – blocks human PLC-beta3 enzyme activity; AID 720704; inhibition, % at 12.2 µM; Q01970; 370,000 compounds, 0.18% hits; Purified PLC-beta3, fluorogenic substrate, fluorescence; in the data active = inhibition above about 11%;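 also: 0% = median of compound wells on plate and 100% = full blocker control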
PLC-gamma1 inh – inhibitors of human phospholipase C gamma1; P19174; purified PLC-gamma1, fluorogenic substrate, fluorescence; inhibition, % at 12.2 µM; 370,000 compounds, 0.84% hits; AID 720700; in the data active = inhibition above about 9.5%
ASAP1 GAP inh – inhibitors of human ASAP1 ArfGAP activity | Q9ULH1 | ASAP1-stimulated ARF1 GTP hydrolysis, GDP FP detection | inhibition, % at 16.5 µM | 360,000 compounds, 0.19% hits; in the data active = inhibition above about 25%;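 also: 0% = vehicle with enzyme and substrate and 100% = no enzyme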
DDE Tn7 FP inh – disrupts Tn7 cyclic peptide binding to fibrin D-Dimer-E complex. P02675. FP displacement of FITC-Tn7 peptide from fibrin DD(E); 0% = median of compound wells per plate. inhibition, % at 8.3 µM. 370,000 compounds, 0.13% hits. AID 720508;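 active = inhibition above the mean of compounds falling within the control limits plus 3 SD of them, cut at about 14% in these data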;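 also: 0% = plate median of compound wells and 100% = 10 µM Aha-Tn7 peptide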
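Test system – human fibrin DD(E) · Times – 10 min preincubation, 3 h with tracer, room temperature · Detection – fluorescence polarization of the labelled Tn7 tracer · Measure – percent inhibition normalized to high-control wells · Benchmarks – high control wells with 10 µM unlabelled Aha-Tn7 peptide (full inhibition) · Repeats – singlicate testing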
MBD2 DNA inh – inhibitors of human MBD2 binding to methylated oligonucleotide. AID 686964. Q9UBB5. inhibition, % at 4.4 µM. 370,000 compounds, 0.31% hits. TR-FRET; in the data active = inhibition above about 13%
ADAM17 inh – inhibitors of human ADAM17. AID 720648. recombinant ADAM17, EDANS/DABCYL FRET peptide cleavage. 370,000 compounds, 0.83% hits. P78536. inhibition, % at 6.95 µM;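 active = inhibition above the mean of compounds lying between control limits plus 3 SD, set per campaign, cut at about 8.5% in these data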;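 also: 0% = DMSO-only wells as the low control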
Tn6 DDE FP – disrupts Tn6 cyclic peptide binding to fibrin D-Dimer-E complex; P02675; Fibrin DD(E) TRITC-Tn6 fluorescence polarization displacement; inhibition, % at 8.3 µM; 370,000 compounds, 0.21% hits; AID 720509;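 active = inhibition above a per-campaign cutoff: mean of compounds within control limits plus 3 SD, cut at about 15% in these data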;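 also: 0% = median of all compound wells on the plate and 100% = blocking peptide control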
* = called active by the depositor; i = inactive. An unsorted share of the library; overall some 4.1% were active at least once.

Sample of the layout:
Each structure is followed by: UHRF1 MBD2 ctr, proKLK7 act, ARFGAP1 inhibitor, PLCb3 inh, PLC-gamma1 inh, ASAP1 GAP inh, DDE Tn7 FP inh, MBD2 DNA inh, ADAM17 inh, Tn6 DDE FP
CC(=O)Nc1ccc(S(=O)(=O)NC2CC(=O)N(c3ccc(C)c(C)c3)C2)cc1 (configuration not stated)
    2, 0.2, -12, -3, 12*, 5, 0, 3, 2, -6
CCOC(=O)c1c(Cc2ccccc2)c[nH]c1C
    -1, -0.2, 0, 2, -1, 1, 5, 0, 2, 0
N#Cc1cccnc1Oc1ccccc1
    0, 0.0, 12, -2, -1, -1, 1, 6, -4, -2
CCc1ccc(OCC2c3cc(OC)c(OC)cc3CCN2C(=S)NC)cc1 (configuration not stated)
    1, -0.7, 13, 0, 2, 5, -4, 0, 0, -6
O=C(CSc1nnc(SCc2ccccc2Cl)s1)N/N=C/c1ccc(C(=O)O)cc1
    0, 0.8, 6, -5, 2, -1, -5, -1, -2, -4

This part in full, from the start:
Each structure is followed by: UHRF1 MBD2 ctr, proKLK7 act, ARFGAP1 inhibitor, PLCb3 inh, PLC-gamma1 inh, ASAP1 GAP inh, DDE Tn7 FP inh, MBD2 DNA inh, ADAM17 inh, Tn6 DDE FP
CC(=O)Nc1ccc(S(=O)(=O)NC2CC(=O)N(c3ccc(C)c(C)c3)C2)cc1 (configuration not stated)
    2, 0.2, -12, -3, 12*, 5, 0, 3, 2, -6
CCOC(=O)c1c(Cc2ccccc2)c[nH]c1C
    -1, -0.2, 0, 2, -1, 1, 5, 0, 2, 0
N#Cc1cccnc1Oc1ccccc1
    0, 0.0, 12, -2, -1, -1, 1, 6, -4, -2
CCc1ccc(OCC2c3cc(OC)c(OC)cc3CCN2C(=S)NC)cc1 (configuration not stated)
    1, -0.7, 13, 0, 2, 5, -4, 0, 0, -6
O=C(CSc1nnc(SCc2ccccc2Cl)s1)N/N=C/c1ccc(C(=O)O)cc1
    0, 0.8, 6, -5, 2, -1, -5, -1, -2, -4
CCOC(=O)C1=C(N)n2c(s/c(=C\c3cccnc3)c2=O)=C(C#N)C1c1cccnc1 (configuration not stated)
    3, -0.5, 5, -4, 9, -6, 8, -3, -1, -9
COC(=O)c1ccc(NC(=S)NCCc2ccccc2C)cc1
    5, -0.3, 8, -5, 1, 9, 10, 2, 5, -3
Cc1ccc(/C=C2\SC(=S)N(CCC(=O)N3CCOCC3)C2=O)cc1
    0, 0.3, 1, -3, 2, -18, 7, -6, 1, -3
Cc1ccc(Oc2ccc(OCC(=O)NC(C)C(=O)O)cc2)cc1 (configuration not stated)
    -3, 0.0, -3, -2, 0, -15, -4, -4, -5, -8
Cc1ccc(S(=O)(=O)N(C)[C@H]2C[C@H]3c4cc(-c5ccc6c(c5)OCO6)ccc4CCN3C[C@H]2[C@H](C)O)cc1
    0, -0.3, -7, -6, -2, -3, 4, 1, -5, 3
Cc1ccc(OCCn2cccn2)c(C)c1
    5, -0.4, -7, -3, 1, 1, 3, 8, -8, -10
c1cncc(Cc2cc3ccccc3[nH]2)c1
    2, 0.1, -3, -7, -2, -8, 12, 4, -3, 2
COc1ccc(N2CCN(C(=O)c3ccc(OCC4CCCO4)cc3)CC2)cc1 (configuration not stated)
    -1, 0.2, -4, -3, 0, 11, -1, -2, -3, -3
COc1ccc(C)cc1NC(=O)CC(O)(C(F)(F)F)C(F)(F)F
    0, -0.4, 9, 6, 1, 10, -2, -4, 2, -9
Cc1cccc(-c2oc3ccc(-c4ccc5c(c4)OCO5)cc3c2C#Cc2cncn2C)c1
    2, 0.1, -2, -22, -9, -3, -6, 1, 3, 7
COc1ccc(-c2ccc(SCC(=O)N3CCCC3)nn2)cc1OC
    3, -0.4, 7, 1, -3, -6, 6, 0, -3, 8
CC(C)(NC(=O)N1CCOCC1)c1cccc(C(C)(C)NC(=O)N2CCOCC2)c1
    0, 0.2, -6, 5, 4, 10, -2, 2, 0, -3
COc1ccc(NS(=O)(=O)c2cccc3nsnc23)cc1Cl
    3, -0.7, -6, -3, 3, 10, 6, 0, -3, -10
Cc1cc(NC(=O)CSc2nc3c(c(=O)n(C)c(=O)n3C)n2C(C)C)no1
    4, -0.1, 7, -3, 1, 5, 0, 2, -3, 7
O=C(N/N=C/c1cn(-c2ccccc2)nc1-c1cccnc1)c1ccccc1
    -5, 0.5, -2, 1, 4, -11, 0, -2, 3, 3
COC(=O)c1ccc(N2CCN(C(C)=O)CC2)c(NC(=O)c2cccnc2)c1
    1, -0.8, 12, 2, -1, -15, -6, -3, -2, -6
CC(C)(C)NC(=O)CCc1ncc(C(F)(F)F)cc1Cl
    0, -0.5, -5, 2, 7, -3, -11, -6, 1, 6
CCN(CC)CCCNc1ncnc2ccccc12
    -1, 0.4, 9, -9, -3, 8, -4, 2, -2, -5
Nc1ccccc1-c1nc2ccccc2s1
    0, -20, 13, i, -485, 10, 6, 0, -388, -3
COc1cccc(CNC(=O)C(=O)NCCC2CCCCN2S(=O)(=O)c2ccccc2)c1 (configuration not stated)
    -1, 0.8, -12, -8, 2, -4, 5, -2, -1, -2
O=[N+]([O-])c1cc(-n2cnnn2)ccc1N1CCC(Cc2ccccc2)CC1
    -3, -0.2, 8, 1, 3, -13, 1, -3, 12*, 9
CC1CCc2nn(CC(=O)NCCCN3CCOCC3)cc2C1 (configuration not stated)
    0, 0.0, 4, 2, 3, 7, 2, 0, 0, 1
CCOC(=O)C(C)(C)N(Cc1ccc(C)cc1)S(=O)(=O)c1ccc(Cl)c([N+](=O)[O-])c1
    -1, 0.3, 1, 5, 6, -2, 0, -2, 3, -1
Cc1ccc(OCC(=O)Nc2ccc(O)c(C(=O)O)c2)cc1C
    1, 1.9, -12, -74, -68, -11, -3, 2, -33, 4
Cc1ccc(-n2nnnc2SCC(=O)c2c(N)n(C3CC3)c(=O)[nH]c2=O)cc1
    -1, -0.1, 0, -1, 1, 2, -4, 0, 0, 2

Full records as entered above. Values in the order: UHRF1 MBD2 ctr | proKLK7 act | ARFGAP1 inhibitor | PLCb3 inh | PLC-gamma1 inh | ASAP1 GAP inh | DDE Tn7 FP inh | MBD2 DNA inh | ADAM17 inh | Tn6 DDE FP
Record of `Nc1ccccc1-c1nc2ccccc2s1` : 0 | -20 | 13 | i | -485 | 10 | 6 | 0 | -388 | -3
Record of `CCOC(=O)c1c(Cc2ccccc2)c[nH]c1C` : -1 | -0.2 | 0 | 2 | -1 | 1 | 5 | 0 | 2 | 0

Following part.
Each structure is followed by: UHRF1 MBD2 ctr, proKLK7 act, ARFGAP1 inhibitor, PLCb3 inh, PLC-gamma1 inh, ASAP1 GAP inh, DDE Tn7 FP inh, MBD2 DNA inh, ADAM17 inh, Tn6 DDE FP
O=C(Cn1[nH]c(=O)c2ccccc2c1=O)NC1CCCCCC1
    -3, -0.1, 3, 1, 1, 4, 8, 1, -4, 0
Cc1ccccc1-c1nc(P(=O)(c2ccccc2)c2ccccc2)c(N2CCOCC2)o1
    0, 0.1, -4, -20, -12, -12, 0, 0, -3, 2
COc1cc(C(=O)N[C@@H](C)C(=O)NCc2ccco2)cc(OC)c1OC
    1, -0.2, 0, 0, 0, -11, 0, 2, -8, 0
O=C(CCC(=O)Nc1ccccc1Cl)NNC(=S)Nc1ccccc1C(F)(F)F
    0, -0.1, -12, -4, -1, -6, 1, -4, 6, -5
CCCc1cc(C(=O)N2CCN(c3ccc(C(F)(F)F)cn3)CC2)sc1C
    1, 1.4, 5, -6, 5, -11, -2, -6, 12*, -4
COc1cc(C(=O)Nc2ccc(-c3nc4cc(C)ccc4o3)c(O)c2)cc(OC)c1OC
    2, -0.5, 3, -303, -226, 14, 8, -1, -9, 0
COc1ccc(OCC(=O)NC2CCCc3ccccc32)cc1 (configuration not stated)
    0, -0.2, -1, -2, 1, -13, -3, 0, -1, 0
CC1CCCCN1C(=O)CSc1nnc(-c2ccccc2O)o1 (configuration not stated)
    0, 0.4, -5, -9, 0, 3, -2, -2, 1, -3
Cc1csc2ncc(C(=O)Nc3ccccc3F)c(=O)n12
    0, 0.0, 4, -1, 0, 1, 9, -1, 1, 1
COc1ccc(NC(=O)CN(C)S(=O)(=O)c2ccccc2)cc1
    5, 0.3, -1, 5, 4, 7, 0, 2, 0, -6
CSCCC(NC(=O)c1cccc(S(=O)(=O)N2CCOCC2)c1)c1nc2ccccc2[nH]1 (configuration not stated)
    -1, 0.3, -6, -4, 4, -13, -11, -1, 10*, 0
CC(=O)Nc1ccc2c(c1)c1ccccc1n2C(C)=O
    -2, -0.2, 13, -7, 1, -15, 1, 2, -1, -4
C[C@H]1O[C@H]1P(=O)(O)O
    -1, 0.7, 5, 2, 2, 2, -2, -3, 0, 11
COc1cc(C(=O)Oc2cccc(C)c2)cc(OC)c1OC
    7, 0.7, -5, 2, 1, -10, -3, -4, 3, 3
CC(=O)C1CCC2C3CCC4=CC(=O)CCC4(C)C3C(O)CC12C (configuration not stated)
    0, -0.2, -8, 5, 5, -13, 3, -7, 0, 6
O=C(NC(=O)c1cc(OCC(F)(F)F)ccc1OCC(F)(F)F)Nc1ccccc1
    -2, 0.2, 7, -8, -2, 8, 2, -3, -2, 3
O=c1[nH]c(-c2ccccc2)cnc1-c1ccccc1
    -3, -3.8, 10, -20, -10, 2, 8, 3, -9, 3
Cc1ccccc1S(=O)(=O)Cc1ccc(C(=O)N2CCN(C3CCCCC3)CC2)o1
    0, 0.1, -11, 0, 4, 7, 6, -4, 1, -3
Cn1c(=O)cc(OCCCC(=O)NCCN2CCN(c3ccccc3F)CC2)c2ccccc21
    2, -0.3, -1, 2, 4, 14, -4, 2, -1, 4
COc1ccc(N(CC(=O)Nc2ccc(C)cn2)S(=O)(=O)c2c(C)nn(C)c2C)cc1
    1, 0.4, -1, 1, 0, -9, 7, 2, 0, -2
O=C(c1ccco1)N1CCN(C(=O)c2cc(-c3ccccn3)nc3ccccc23)CC1
    1, -0.6, -2, 0, -4, -7, 2, -5, -3, -3
CC(Nc1ccc(Br)cn1)c1cc(Cl)ccc1O (configuration not stated)
    -1, -0.2, 15, 4, 9.7*, 5, -4, -2, 8, 4
COc1cc(/C=N/Nc2nn3cnnc3c3ccccc23)cc(OC)c1OC
    2, 3.5, 17, -60, -44, 27*, -1, 3, -1, -12
O=C(C1CCN(S(=O)(=O)N2CCC3(CC2)OCCO3)CC1)N1CCCCC1
    -3, 0.2, -3, 0, 0, 1, 2, 4, -3, 6
